Hsp70 inhibitors – Hsp70 inhibitors, probe displacement, primary screen, biochemical, fluorescence polarization (AID 583); Hsp70 fluorescence polarization probe displacement, mP; higher % means a stronger effect; displacement, % at 20 µM, or IC50 in µM where a hit was titrated; actives 0.06% (n = 140,000); in the data active means displacement above about 50%;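 further: plate controls were vehicle for no effect and reference ligand for full effect; a part of the inactive calls stands beside numbers as strong as those of hits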
Rat MKP-3 inhibitors – inhibition of rat DUSP6 enzyme activity – biochemical, in vitro, primary screen (AID 425). actives 0.17% (n = 110,000). recombinant MKP-3 phosphatase activity, fluorescence; higher % means a stronger effect. inhibition, % at 20 µM, or IC50 in µM where a hit was titrated; in the data active means inhibition above about 50%;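 further: plate controls were vehicle for no effect and reference inhibitor for full effect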
Active calls of the source: *; / = not tested or not shown. A portion of the library; rates above refer to the full screens.

SMILES	Hsp70 inhibitors	Rat MKP-3 inhibitors
O=C(Cc1ccccc1)N1N=C(c2ccc([N+](=O)[O-])cc2)CC1(O)C(F)(F)F (centres undefined)	3.7%	0%
Cc1onc(-c2ccccc2)c1C(=O)Nc1ccc2c(c1)OCCO2	-3.0%	-6%
CCCC1=NN2C(=N)/C(=C/c3ccc4c(c3)OCO4)C(=O)N=C2S1	-2.6%	5%
N#Cc1c2c(c(-c3ccccc3)[nH]c1=O)CCCC2	-3.2%	-1%
CCCC(C)n1[nH]c(=O)cc1N (centres undefined)	-2.8%	3%
CCOC(=O)c1sc(NC(=O)CCSC)nc1C	-0.7%	-15%
CN(C#N)c1nc(N2CCOCC2)nc(N2CCOCC2)n1	-1.8%	3%
Cc1cccc(C)c1OCC(=O)Nn1c(COc2ccccc2)nc2ccccc2c1=O	3.3%	/
Cc1nnc(SCC(=O)N2CC(=O)Nc3ccccc32)n1Cc1ccccc1	12%	/
CC(C)NS(=O)(=O)c1ccc(CCC(=O)NCc2ccc3c(c2)OCO3)cc1	-1.9%	/
O=C(NCCO)/C(=C\c1ccco1)NC(=O)c1cccs1	0.0%	4%
COc1ccc(NC(=O)c2oc3ccccc3c2NC(=O)c2ccco2)cc1	7.3%	-8%
O=c1oc2ccccc2cc1C1=Nn2c(nnc2-c2cccnc2)SC1	-1.3%	0%
O=C(CSc1n[nH]c(=O)[nH]c1=O)N/N=C/c1ccccc1	1.8%	0%
CCCC(=O)Nc1ccc(N2CCCCC2)cc1	-6.7%	-8%
O=C1NC(=O)C2(COC3(CCCC3)OC2)S1	1.4%	-2%
CC(=O)N1CC(c2ccccc2)CC1=O (centres undefined)	-0.6%	3%
CCn1c(SCC(=O)c2ccc(Cl)s2)nnc1-c1cccs1	-23%	5%
CN(C)c1cc(N/N=C/c2cccc([N+](=O)[O-])c2)nc(N(C)C)n1	-0.1%	0%
CC(=O)Nc1cccc(NC(=O)C2CCCN2C(=O)Nc2ccc(C)cc2)c1 (centres undefined)	0.6%	-2%
CCOc1ccc(C(=O)Nc2ccc(NC(=O)CC)cc2)cc1Cl	-3.2%	-3%
Cc1nnc(NC(=O)CSc2nnc(Cc3cccn3C)n2C)s1	6.6%	-6%
CC(C)(C)N1C(=O)c2ccc(C(=O)Nc3ccc(I)cc3C(=O)O)cc2C1=O	2.8%	5%
CNC(=S)N(CCc1ccccc1)C1CC(=O)N(c2ccc(Br)cc2)C1=O (centres undefined)	0.9%	-8%
CCC(c1nnnn1Cc1ccc2c(c1)OCO2)N1CCN(c2ccc(F)cc2)CC1 (centres undefined)	-2.0%	-10%
O=C(Nc1ccc(-c2ccc([N+](=O)[O-])cc2)cc1)c1ccccc1F	0.6%	-2%
CCOc1cc(/C=N/NC(=O)COc2cccc(C)c2)ccc1OC(=O)c1cccs1	4.6%	0%
Cc1n[nH]c(C)c1S(=O)(=O)N1CCCC(C(=O)Nc2nccs2)C1 (centres undefined)	6.3%	-6%
O=C(Nc1cnn(Cc2ccc(Cl)c(Cl)c2)c1)C12CC3CC(CC(C3)C1)C2	1.2%	/
CC(=O)c1ccc(N2C(=O)c3c(Cl)c(Cl)c(Cl)c(Cl)c3C2=O)cc1	8.4%	1%
CCc1c(C)nc(Nc2nc(C)c3cc(OC)ccc3n2)[nH]c1=O	0.3%	4%
CCOC(=O)c1c(C=O)c(C)n(Cc2ccc(Cl)cc2)c1C	-4.1%	/
NC(=O)C1CCN(CC(=O)N2c3ccccc3CCc3ccccc32)CC1	-1.1%	6%
Cc1nc(-c2c(C(F)(F)F)noc2-c2ccc(O)cc2O)cs1	-1.5%	/
COc1cc(/C=N/NC(=O)C2CC(=O)N(c3ccc(Cl)cc3)C2)cc(OC)c1OC (centres undefined)	-1.3%	3%
C=CCNC(=O)C(=O)Nc1ccccc1C	3.3%	-4%
CN(C)C(=O)N1CCCC(C(=O)NCc2ccccc2Cl)C1 (centres undefined)	0.2%	-2%
CC(C)CCNC(=O)CN(CC1CCCO1)C(=O)CCC(=O)Nc1ccccn1 (centres undefined)	4.6%	-4%
c1ccc2c(c1)nc1n2CN(Cc2ccc3c(c2)OCO3)CN1	-1.3%	4%
COC(=O)N1CCN(c2ccc(Cl)c(Cl)c2)CC1	4.8%	-4%
Cc1nc2ccccc2c2oc(C(=O)NCc3ccccn3)cc12	-1.4%	-4%
C=C(C)CC1N(c2cccc(OC)c2)C(=O)[C@@H]2C(C(=O)O)[C@H]3C=C[C@@]12O3 (some centres undefined)	11%	-9%
CN(C)c1ccc(N2CN=C3SCC(=O)N3C2)cc1	-1.8%	/
Cc1ccc(OCC(=O)Nc2ccc(Cl)c([N+](=O)[O-])c2)c(C)c1	-4.9%	2%
COC(=O)c1[nH]c2cc(C)ccc2c1NC(=O)CN1CCN(C(=O)c2ccco2)CC1	-5.9%	-7%

Some of these compounds in order of their number in Hsp70 inhibitors, lowest first:
SMILES	Hsp70 inhibitors	Rat MKP-3 inhibitors
CN(C)c1ccc(N2CN=C3SCC(=O)N3C2)cc1	-1.8%	/
c1ccc2c(c1)nc1n2CN(Cc2ccc3c(c2)OCO3)CN1	-1.3%	4%
COC(=O)N1CCN(c2ccc(Cl)c(Cl)c2)CC1	4.8%	-4%

Further results:
SMILES	Hsp70 inhibitors	Rat MKP-3 inhibitors
CCOCCOC(=O)C1=C(C)NC2=C(C(=O)CCC2)C1c1cccc(Cl)c1Cl (centres undefined)	2.8%	0%
Cc1ccccc1C1CC(c2ccccc2OC(F)F)Nc2ncnn21 (centres undefined)	-2.2%	8%
C=CCCCC(=O)Nc1ccccc1Br	-0.8%	0%
Cc1ccccc1NS(=O)(=O)c1ccc(NC(=O)c2ccc([N+](=O)[O-])cc2)cc1	-1.2%	2%
O=C(Nc1ccccc1C(=O)N1CCCC1)c1cccc(S(=O)(=O)N2CCCCCC2)c1	0.0%	-3%
CC(C)N1CC(C(=O)Nc2ccc(Br)c(Cl)c2)CC1=O (centres undefined)	7.6%	-11%
CC(C)(C)c1ccc(OCC(O)CS(=O)(=O)Cc2ccc(Cl)cc2)cc1 (centres undefined)	-1.8%	2%
CCOC(=O)C1=C(C)N=c2s/c(=C\c3ccc(F)cc3)c(=O)n2C1c1cccs1 (centres undefined)	4.0%	3%
O=C(CSc1nnc(-c2ccncc2)n1-c1ccc(Cl)cc1)N1CCOCC1	3.4%	1%
C=CCOc1cccc(C2C(C(=O)c3ccco3)=C(O)C(=O)N2CCN(CC)CC)c1 (centres undefined)	10%	-2%
Cc1c(NC(=O)c2ccc(Br)o2)c(=O)n(-c2ccccc2)n1C	1.7%	-2%
CCCCCOC(=O)Cn1c(SCC(=O)Nc2ccccc2)nc2c1c(=O)[nH]c(=O)n2C	-5.2%	2%
O=C(COC(=O)C1CC(=O)N(c2ccc3c(c2)OCCO3)C1)Nc1ccc2c(c1)CCC2 (centres undefined)	7.7%	-13%
CCOCCCNCC(=O)Nc1ccccc1N1CCOCC1	2.1%	-10%
CCOC(=O)CSc1nnc(CNC(=O)c2ccco2)n1-c1ccc(F)cc1	2.8%	-1%

Single entries from the entries so far.
CCOC(=O)C1=C(C)N=c2s/c(=C\c3ccc(F)cc3)c(=O)n2C1c1cccs1 (centres undefined) @ Rat MKP-3 inhibitors: 3%
O=C(CSc1nnc(-c2ccncc2)n1-c1ccc(Cl)cc1)N1CCOCC1 @ Hsp70 inhibitors: 3.4%
O=C(COC(=O)C1CC(=O)N(c2ccc3c(c2)OCCO3)C1)Nc1ccc2c(c1)CCC2 (centres undefined) @ Hsp70 inhibitors: 7.7%
Cc1ccccc1C1CC(c2ccccc2OC(F)F)Nc2ncnn21 (centres undefined) @ Hsp70 inhibitors: -2.2%
CCOC(=O)CSc1nnc(CNC(=O)c2ccco2)n1-c1ccc(F)cc1 @ Hsp70 inhibitors: 2.8%
CCCCCOC(=O)Cn1c(SCC(=O)Nc2ccccc2)nc2c1c(=O)[nH]c(=O)n2C @ Rat MKP-3 inhibitors: 2%

Returning to the listing with the 4 entries that preceded the break.
SMILES	Hsp70 inhibitors	Rat MKP-3 inhibitors
CCCCCOC(=O)Cn1c(SCC(=O)Nc2ccccc2)nc2c1c(=O)[nH]c(=O)n2C	-5.2%	2%
O=C(COC(=O)C1CC(=O)N(c2ccc3c(c2)OCCO3)C1)Nc1ccc2c(c1)CCC2 (centres undefined)	7.7%	-13%
CCOCCCNCC(=O)Nc1ccccc1N1CCOCC1	2.1%	-10%
CCOC(=O)CSc1nnc(CNC(=O)c2ccco2)n1-c1ccc(F)cc1	2.8%	-1%
CC1=NN(c2ccccc2)C(=O)/C1=C\c1ccc(N2CCOCC2)c([N+](=O)[O-])c1	7.3%	-1%
CC(=O)C1=C(C)N=c2s/c(=C/c3ccc(N(C)C)cc3)c(=O)n2C1c1ccccc1 (centres undefined)	-31%	1%
CCCn1c(=O)n(C)c(=O)c2c(SCC(=O)NCc3ccco3)nc(C3CC3)nc21	-3.3%	/
COc1cc2c(cc1OC)C1(CCCC1)CNC2C (centres undefined)	7.7%	/
Cc1ccccc1C(=O)NNC(=O)c1ccc2ccccc2c1	-4.7%	-1%
COC(=O)[C@]1(C)C=C2C3=CC(=O)C4[C@@]5(C)CCC(O)C(C)(C)C5CC[C@@]4(C)[C@]3(C)CC[C@@]2(C)CC1 (some centres undefined)	-2.3%	3%
O=C(NCc1cccnc1)c1cc(-c2ccccc2)nc2ccccc12	-4.0%	0%
Cc1ccccc1NC(=O)CNc1ccccc1N1CCCCC1	2.2%	-10%
CC(=O)CC(=O)Nc1ccc(C(C)C)cc1	4.6%	-3%
O=C(NCc1ccc(F)cc1)C(c1cccs1)N(C(=O)c1csnn1)C1CC1 (centres undefined)	0.6%	-17%
CCOC(=O)CNc1nc(C(C)(C)C)nc2c1nnn2Cc1ccccc1Cl	-0.1%	-2%
NC1=NC(=O)CC(C(=O)Nc2ccc(Cl)cc2)S1 (centres undefined)	2.8%	4%
O=[N+]([O-])c1ccc(S(=O)(=O)N2CCSC2c2ccc(Cl)cc2)cc1 (centres undefined)	8.9%	0%
CSc1ccccc1C(=O)Nc1ccc2c(c1)OCCO2	-0.1%	/
Cn1nc(CC(=O)Nc2ncc(Br)s2)c2ccccc2c1=O	/	7%
CC(=O)Nc1cccc(-c2csc(NCc3ccco3)n2)c1	-3.8%	0%
CCN(CC)S(=O)(=O)c1ccc(N(C)Cc2ccc(C(F)(F)F)cc2)nc1	-1.6%	/
COC(=O)c1c(NC(=O)Cc2cccs2)sc(C(=O)N2CCCCC2)c1C	-4.4%	-12%
Cc1nnc2n1NC(c1ccc(Cl)cc1)C(C(=O)N(C)C1CCCCC1)S2 (centres undefined)	1.0%	1%
Cc1cc(N2CCN(C3CCCC3)CC2)n2c(nc3ccccc32)c1C#N	-7.9%	11%
CC(=O)OCC(=O)Nc1ccc(Cl)cc1Cl	-0.9%	-5%
COc1cccc(C2/C(=C(\O)c3ccccc3)C(=O)C(=O)N2CCCC(=O)O)c1 (centres undefined)	4.8%	2%
CCN(CC)CCN1C(=O)C(O)=C(C(=O)/C=C/c2ccccc2)C1c1ccc(C)cc1 (centres undefined)	-0.8%	4%
COC1(OC)C(/C=C/c2ccc(C)cc2)C(C#N)(C#N)C1(OC)OC (centres undefined)	-1.0%	/
O=C1NC(=O)N(c2ccccc2)C(=O)/C1=C\c1ccc(OCc2ccccc2F)cc1	0.0%	-2%
O=c1oc2cc(OCc3ccc(F)cc3)ccc2cc1-c1nc2ccccc2s1	12%	4%
O=C(CSc1nnc(NC2CCCCC2)s1)NC1CCS(=O)(=O)C1 (centres undefined)	-1.7%	-10%
Cc1cc(C2C(=O)CC(=O)CC2c2ccccc2)on1 (centres undefined)	0.1%	-9%
Cc1cc(=O)n2c(C)n[nH]c2n1	-13%	-3%
CCN(C=NC1=NN(c2ccccc2)CC1)CC	-2.8%	-1%
C=CCN1C(=O)CSc2ccc(C(=O)NCCC3=CCCCC3)cc21	1.6%	/
COc1ccc(/C=C2\C(=O)NC(=O)N(c3ccccc3)C2=O)c(C)c1	2.9%	-1%
N/C(=N\OCC(=O)Nc1ccccc1)c1nonc1N	1.1%	-1%
CC(=O)c1ccc(NC(=O)c2ccc(N3C(=O)c4ccccc4C3=O)cc2)cc1	0.9%	-1%
CCOC(=O)N1CCN(C(=O)c2cc(OC)cc(OC)c2)CC1	7.7%	/
O=C1c2cccc3cccc(c23)C(=O)N1c1nccs1	5.0%	-8%
c1cn2cc(CN3CCOCC3)nc2s1	2.3%	-8%
CCS(=O)(=O)c1ccc2oc(SCC(=O)NC(C)C3CC4CCC3C4)nc2c1 (centres undefined)	0.4%	/
COc1c(F)c(F)c(C(=O)Nc2cccc(Cl)c2N2CCOCC2)c(F)c1F	7.9%	-7%
Cc1nnc2ccc(N3CCOCC3)nn12	-0.1%	/
CN1CCN(C(=O)c2cnn(-c3ccccc3)c2NC(=O)c2cccs2)CC1	/	-5%
CCC(C)C(NC(=O)c1cc(C)oc1C)C(=O)O (centres undefined)	5.6%	2%
Nc1ccc2nc(SCc3ccc([N+](=O)[O-])cc3)sc2c1	-3.9%	5%
CS(=O)(=O)Nc1ccc(C(=O)NCc2ccco2)cc1	3.6%	-8%
O=c1cc(-c2ccccc2)nc2cc(-c3cccc(F)c3)[nH]n12	3.2%	0%
O=C(CCSCCc1ccccn1)Nc1nccs1	4.3%	-5%
O=C(c1sc2cc(F)ccc2c1Cl)N1CCc2ccccc2C1	-0.3%	3%
O=C(Nc1ccccc1[N+](=O)[O-])C1COc2ccccc2O1 (centres undefined)	-6.4%	4%
O=C(CCCOc1ccccc1)N1CCN(c2ccccn2)CC1	1.7%	-6%
Cc1cc(N2CCCC2=O)cc(C)c1CN1C(=O)c2ccccc2C1=O	-0.5%	/
CC(C)OC(=O)c1c(-c2ccc(Br)cc2)csc1NC(=O)C1C2CCC(C2)C1C(=O)O (centres undefined)	-1.2%	1%
CCCCN(C)C(=O)c1ccc(C(=O)N(C)CCCC)cc1	7.3%	5%
CC1=C(C(=O)Nc2ccccc2)C(c2ccco2)NC(=O)N1 (centres undefined)	4.4%	/
